NTR1 ag: NTR1-driven beta-arrestin-GFP spot formation – imaging, U2OS cells, high content, primary screen (AID 493036); 330,000 compounds, 0.17% hits; P30989; activation, % at 20 µM; agonist mode;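 active means activation at or above 40% of the spot to cytoplasm intensity ratio, with at least 20 cells analyzed; inconclusive means wells under 20 cells, flagged as cytotoxic or low count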;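 further: 0% = DMSO without peptide and 100% = 100 nM NTR1 peptide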
Target sequence (P30989 whole entry, looked up): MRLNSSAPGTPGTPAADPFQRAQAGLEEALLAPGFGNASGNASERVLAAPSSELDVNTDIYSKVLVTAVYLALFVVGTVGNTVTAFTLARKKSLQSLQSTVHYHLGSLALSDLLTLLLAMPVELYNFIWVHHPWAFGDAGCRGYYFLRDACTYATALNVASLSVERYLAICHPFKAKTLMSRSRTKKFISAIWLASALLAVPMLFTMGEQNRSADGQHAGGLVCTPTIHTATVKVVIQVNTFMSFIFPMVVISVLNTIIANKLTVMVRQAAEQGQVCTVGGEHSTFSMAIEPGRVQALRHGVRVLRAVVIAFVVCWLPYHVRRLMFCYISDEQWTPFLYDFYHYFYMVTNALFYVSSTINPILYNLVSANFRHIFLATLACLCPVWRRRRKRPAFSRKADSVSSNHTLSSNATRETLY
GPR35 antagonists: GPR35 antagonists blocking zaprinast-driven arrestin recruitment, primary screen, imaging, U2OS, beta-arrestin-GFP, zaprinast agonist (AID 2058) | U2OS GPR35 beta-arrestin-GFP translocation imaging, zaprinast antagonism; higher % means a stronger effect | one-dose inhibition, % at 10 µM; IC50 in µM for titrated hits | 290,000 compounds, 0.052% hits;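 active means inhibition of at least 50% with at least 30 cells and total cytoplasm GFP at most 10,000,000; inconclusive means under 30 cells or total GFP of 10,000,000 plus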
MgcRacGAP inhibition: MgcRacGAP GTPase-activating activity inhibitors, confirmation, biochemical, ADP Hunter fluorescence; MgcRacGAP-stimulated Rac1 GTP hydrolysis, ADP Hunter fluorescence; higher % means a stronger effect; GST-tagged Rac1 F28L mutant substrate; one-dose inhibition, % at 30 µM; IC50 in µM for titrated hits; 340,000 compounds, 0.6% hits; AID 624330;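 active means first-screen hits whose inhibition reached a set limit at any dose in the follow-up dose series; inconclusive means inhibition above the set first-screen limit but never retested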;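 further: fluorescence reports GDP produced by GAP-driven GTP hydrolysis; strong numbers were not always called active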
Myeloid diff 2: compounds promoting myeloid differentiation | ER-HoxA9 myeloid progenitors, lysozyme-GFP differentiation, flow cytometry | calls only at 10 µM | 360,000 compounds, 1% hits;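 active means normalized GFP-positive differentiation at or above the plate's own cutoff, the solvent-only control mean plus 3 SD; inconclusive means no clear call, values can overlap the other calls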;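 further: cells exposed to compound for four days before flow analysis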
LYP phosphatase: inhibitors of LYP phosphatase, biochemical, fluorescence intensity, uHTS (AID 1779); 290,000 compounds, 0.054% hits; recombinant LYP phosphatase, fluorescence intensity; higher % means a stronger effect; inhibition, % at 11.5 µM; hits with a dose series show IC50 in µM; in the data active means inhibition above about 50%;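 further: plate controls were vehicle with enzyme for no effect and no enzyme for full effect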
GPR55 LPI antagonism: GPR55 antagonists blocking LPI-driven arrestin recruitment, primary screen, imaging, U2OS, beta-arrestin-GFP, LPI agonist (AID 2013); one-dose inhibition, % at 10 µM; IC50 in µM for titrated hits; U2OS GPR55 beta-arrestin-GFP translocation imaging, LPI antagonism; higher % means a stronger effect; 290,000 compounds, 0.13% hits;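 active means spots per cell inhibited over 60%, with over 100 cells counted and total cytoplasm intensity under 500,000; inconclusive means wells with under 100 cells, flagged as likely toxic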;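 further: U2OS cells stably carrying GPR55 and arrestin-GFP stimulated by 5 µM LPI near EC80; imaged beta-arrestin-GFP aggregate spots per cell after agonist stimulation; plate controls were LPI-stimulated DMSO wells for no effect and DMSO wells without LPI for full effect; some results filed as inactive read as strong as hits; confirmed hits need IC50 under 10 µM and bright autofluorescent wells are also inconclusive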
Salmonella PhoP GFP: inhibitors of PhoP regulon expression, primary screen, Salmonella Typhimurium, GFP reporter (AID 1863). S. Typhimurium PhoP-regulated promoter GFP reporter, 4 h; higher % means a stronger effect. inhibition, % at 50 µM; hits with a dose series show IC50 in µM. 300,000 compounds, 0.16% hits;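 active means inhibition over 29.93%, a cutoff 3 SD above the screen mean, later confirmed by dose response; inconclusive means inhibition over 29.93% but no dose response follow-up; inactive means inhibition at most 29.93% or unconfirmed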;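 further: 0% = low Mg2+ inducing control and 100% = high Mg2+ repressing control; strong numbers were not always called active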
SIAH1 antagonists: blockers of Siah-1 interaction with plectin peptide – biochemical, fluorescence polarization, rhodamine-plectin, uHTS, primary screen (AID 1817); 290,000 compounds, 0.02% hits; Siah-1 / rhodamine-plectin peptide fluorescence polarization; higher % means a stronger effect; one-dose displacement, % at 20 µM; IC50 in µM for titrated hits;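 active means displacement of at least 50% at 20 µM, with a fluorescence ratio check between 0.3 and a set limit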;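 further: plate controls were Siah plus tracer with DMSO for no effect and tracer alone without Siah for full effect; strong numbers were not always called active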
HIV fusion peptide: inhibitors of HIV fusion peptide binding, primary screen, biochemical, uHTS, fluorescence dequenching (AID 1986) | cell-free peptide binding, fluorescence dequenching, 30 min; higher % means a stronger effect | 290,000 compounds, 0.3% hits | inhibition, % at 20 µM; hits with a dose series show IC50 in µM; in the data active means inhibition mostly above about 52%, no sharp cut-off; inactive means mostly below about 76%; further: some results filed as inactive read as strong as hits
NTR1 ag cell count 20 µM: further read-out of NTR1 ag, marked with its call; cell count; measured here: cell count, cytotoxicity flag
Myeloid diff 2 GFP+ MAC1+ %: further read-out of Myeloid diff 2, marked with its call; GFP+ MAC1+ double positive, %; measured here: differentiation confirmed by MAC1 staining
Starred values were filed as active, the others as inactive; i = inactive; u = inconclusive; x = not tested or not shown; + = active, no number.

SMILES	NTR1 ag	NTR1 ag cell count 20 µM	GPR35 antagonists	MgcRacGAP inhibition	Myeloid diff 2	Myeloid diff 2 GFP+ MAC1+ %	LYP phosphatase	GPR55 LPI antagonism	Salmonella PhoP GFP	SIAH1 antagonists	HIV fusion peptide
CCCCn1c(-c2cccc(C)c2)nc2cc3[nH]c(=O)c(C(C)C)nc3cc21	39	83	19%	4%	i	2.2	0%	1%	-13%	0%	6.8%
Cc1cc(NC(=O)CC(CN(C)S(=O)(=O)c2ccccc2)c2ccccc2)no1 (configuration not stated)	1.7	58	4%	3%	i	3.2	-3%	-6%	-5%	-1%	1.8%
COc1ccccc1NC(=O)CSc1ccc2nnc(-c3cccnc3)n2n1	-5.0	47	-5%	11%	i	1.5	-6%	-6%	-7%	3%	1.9%
Cc1cc(NC(=O)c2cc([N+](=O)[O-])cc([N+](=O)[O-])c2C)no1	0.3	55	-2%	4%	i	0.4	0%	-2%	-5%	-3%	11%
CCCN1CCN(c2ncnc3c2nnn3Cc2ccccc2)CC1	-2.8	59	11%	1%	+	1.0*	-13%	-15%	9%	-4%	-1.3%
COc1ccc(S(=O)(=O)CCC(=O)O)cc1	-1.3	51	-1%	8%	i	1.5	-1%	11%	-12%	2%	-2.8%
Cc1cccc(N=Nc2c(C)[nH]n(-c3ccccc3)c2=O)c1	5.3	76	0%	4%	i	0.1	-4%	3%	2%	-4%	-2.7%
O=C1N/C(=C\c2ccc(N3CCOCC3)c(F)c2)C(=O)N1Cc1ccccc1	0.9	68	-6%	-7%	i	0.5	-5%	19%	-4%	-2%	1.2%
CCC(c1nnnn1CC1CCCO1)N(CCCO)Cc1cc2cccc(C)c2[nH]c1=O (configuration not stated)	0.0	83	8%	5%	i	0.7	-6%	9%	-6%	-1%	-0.8%
Cc1cc(NC(=O)c2ccc3c(c2)C(=O)N(C2CCCCC2)C3=O)no1	-0.9	48	14%	12%	i	1.0	-5%	4%	-1%	3%	-2.9%
COC(=O)CN1CCN(C(=O)c2ccco2)CC1	1.3	53	5%	2%	i	0.2	1%	2%	-11%	0%	0.4%
Cc1ccccc1C(=O)Nc1nnc(SC(C)C)s1	2.4	39	10%	3%	i	0.1	0%	9%	-7%	-6%	-1.3%
Cc1cccc(NC(=O)CCCN2C(=O)C3CC=CCC3C2=O)c1 (configuration not stated)	2.8	49	-14%	-1%	i	1.6	-7%	2%	-4%	0%	1.3%
CSCCC(NC(=O)c1ccco1)C(=O)OCC(=O)Nc1sccc1C#N (configuration not stated)	1.8	90	12%	x	x	x	3%	14%	-12%	0%	-1.6%
CCCC(=O)Nc1ccc(C(=O)NNC(=O)c2ccco2)cc1	0.2	47	11%	4%	i	0.9	-1%	4%	-4%	-2%	-2.4%
CCOc1ccccc1CN1CCN(Cc2ccc(C)o2)CC1CCO (configuration not stated)	0.8	79	11%	0%	i	0.0	2%	18%	x	2%	1.1%
CC(C)n1cc(CN2CCN(CCc3ccccc3)C(CCO)C2)cn1 (configuration not stated)	1.1	59	1%	-3%	i	0.5	-9%	5%	2%	5%	-0.1%
Cc1c(NC(=O)CN2C(=O)NC(CCc3ccccc3)C2=O)c(=O)n(-c2ccccc2)n1C (configuration not stated)	0.2	64	-6%	-6%	i	0.6	-4%	14%	-9%	5%	-1.0%
S=c1[nH]nc(COc2ccccc2)n1/N=C/c1ccc(Cl)c(Cl)c1	3.9	105	-5%	10%	i	0.4	-2%	0%	-2%	3%	0.7%
Cc1ccc(NC(=O)COC(=O)CN2C(=O)c3ccccc3C2=O)cc1S(=O)(=O)N(C)C	1.7	70	-6%	7%	i	0.3	-2%	-6%	-2%	3%	-1.2%
Cc1cccc(NC(=O)Nc2nnc(-c3ccccc3)o2)c1	-2.2	76	-7%	1%	i	0.1	2%	-30%	6%	2%	0.0%
COc1cc(NC(=S)NCCc2ccc(S(N)(=O)=O)cc2)c(OC)cc1Cl	-0.7	22	2%	4%	i	0.2	-3%	9%	5%	-6%	-1.6%
COc1ccc(C2NC(C(=O)O)Cc3c2[nH]c2ccccc32)cc1OC (configuration not stated)	-1.6	76	20%	9%	i	0.8	-8%	12%	-19%	-8%	-0.8%
O=C(N/N=C/c1cccnc1)c1ccc([N+](=O)[O-])cc1	3.2	21	4%	3%	i	1.4	2%	14%	-3%	2%	-0.8%
CCC(=O)Nc1cc(C(=O)OCC(=O)c2ccc(Cl)cc2Cl)ccc1C	-0.9	85	-8%	-8%	i	3.1	-7%	11%	4%	1%	-1.3%
O=C(CSc1nc2ccccc2o1)N/N=C/c1ccccc1	2.1	81	14%	11%	i	0.4	-7%	8%	2%	0%	-1.5%
CC1CC2(C)Oc3ccccc3CC2C(C)C1CNCCCN(C)C (configuration not stated)	2.3	84	-4%	5%	u	x	-6%	-12%	-3%	6%	-0.2%
O=[N+]([O-])c1ccc(COc2ccc(-c3[nH]ncc3-c3ccc(Cl)cc3)c(O)c2)cc1	30	39	2%	6%	i	0.3	4%	-9%	16%	0%	0.3%
COc1ccc(C2OC[C@H]3O[C@H](O)[C@H](NC(C)=O)[C@@H](O)[C@@H]3O2)cc1 (some centres not stated)	x	x	-3%	1%	i	0.1	-7%	-3%	-6%	0%	2.1%
O=C(O)c1ccc2c(c1)C(=O)N(c1nccs1)C2=O	-1.2	55	1%	1%	i	0.2	-10%	-7%	2%	0%	2.1%
Cc1ccsc1/C=N/NC(=O)c1nnn(-c2nonc2N)c1C	0.7	54	-10%	-2%	i	3.1	-6%	0%	0%	-1%	0.8%
Cc1ccc(CN2CCC(n3nccc3NC(=O)CCOc3ccccc3)CC2)o1	-0.8	67	-10%	10%	i	0.4	-7%	-5%	2%	8%	0.4%
O=C(NCCN1C(=O)S/C(=C\c2cccnc2)C1=O)C1CC(=O)N(Cc2ccco2)C1 (configuration not stated)	1.6	68	-7%	8%	i	0.4	1%	-8%	7%	-2%	-1.6%
C=CCOc1ccccc1CNCc1ccc(F)cc1	0.5	53	-4%	3%	i	0.9	3%	12%	-9%	-3%	2.5%
CC(/C=N/NC(=O)Cn1cnc2c1c(=O)n(C)c(=O)n2C)=C\c1ccco1	-0.5	55	-1%	15%	i	0.5	-1%	-7%	3%	2%	0.5%
CC(C)c1ccc(NC(=O)Nc2cc3sccc3n2C)cc1	0.5	89	12%	11%	i	2.3	0%	-1%	47%	-1%	29%
Cc1cc(NS(=O)(=O)c2ccc(NC(=O)/C=C/c3ccco3)cc2)nc(C)n1	1.8	59	-2%	10%	i	0.2	5%	-4%	-2%	0%	8.1%
CCc1nc(SCC(=O)Nc2ccc(OC)cc2[N+](=O)[O-])n[nH]1	0.0	70	-3%	11%	i	0.3	-6%	1%	-2%	-2%	-2.1%
COC(=O)c1scc(C)c1NC(=O)Cc1ccccc1	-2.4	57	0%	8%	i	7.0	-9%	-16%	1%	4%	-0.7%
Cc1cc(C(=O)COC(=O)c2ccc[nH]c2=O)c(C)n1-c1ccc(F)cc1	-1.1	64	-8%	4%	i	0.4	2%	16%	5%	8%	-1.4%
O=C(O)CCC(=O)c1ccc2ccc3cccc4ccc1c2c34	1.7	91	6%	x	x	x	3%	10%	-4%	1%	12%
CCS(=O)(=O)N1CCCC(C(=O)NCCN(C)Cc2ccccc2)C1 (configuration not stated)	-0.9	40	6%	13%	i	0.7	-10%	-4%	9%	4%	-0.9%
COc1ccc(S(=O)(=O)N2CCC(C(=O)N[C@H](C(=O)N3CCCCCC3)C(C)C)CC2)cc1	-0.2	55	18%	2%	i	3.2	-8%	15%	-8%	30%	1.0%
CCOC(=O)c1sc(=S)n(-c2ccccc2Cl)c1SC	1.1	50	5%	4%	i	2.5	0%	0%	2%	-1%	2.0%
CC(C)NC(=O)Cn1c(SCC(=O)N2CCCc3ccccc32)nc2ccccc21	1.9	78	5%	2%	i	6.7	-7%	-31%	-6%	-4%	30%
COc1ccc(N2CCN(C(CNC(=O)C(C)C)c3ccc4c(c3)OCO4)CC2)cc1 (configuration not stated)	-0.8	52	-4%	26%	i	0.4	-11%	2%	5%	6%	-2.1%
CCSc1nnc(NC(=O)CSC2=NN3CCCC(=O)N=C3S2)s1	0.0	46	-19%	1%	i	0.7	0%	-3%	1%	4%	-1.1%
Cc1ccc(NC(=O)c2cnccn2)c(OC(F)F)c1	-0.8	51	-3%	0%	i	8.7	-4%	0%	2%	-1%	5.0%
COc1ccccc1C(=O)N1CC2(C)CC1CC(C)(C)C2 (configuration not stated)	1.1	63	0%	4%	i	0.7	-7%	-3%	6%	-2%	-0.7%
O=S(=O)(c1ccccc1C(F)(F)F)N1CCN(CC(O)COc2ccccc2F)CC1 (configuration not stated)	x	x	2%	26%	i	0.7	-3%	8%	-1%	7%	2.0%
CC(C)(C)c1ccc(OCCCC(=O)NC2=NCCS2)cc1	0.5	50	3%	0%	i	0.3	-7%	-10%	1%	4%	-0.7%
COc1ccc(N(CC(=O)Nc2c(C)n(C)n(-c3ccccc3)c2=O)S(=O)(=O)c2ccc(C)cc2)cc1OC	-0.2	47	16%	4%	i	0.5	-5%	-8%	2%	5%	0.9%
COc1ccc(NC(=O)CSc2nnc(CNC(=O)COc3ccc(Cl)cc3)o2)cc1	-0.3	83	-5%	9%	i	0.1	-5%	-8%	-1%	3%	-1.6%

Single values from the entries so far.
Value for COc1ccccc1C(=O)N1CC2(C)CC1CC(C)(C)C2 (configuration not stated) in GPR55 LPI antagonism: -3%
Value for COc1ccc(NC(=O)CSc2nnc(CNC(=O)COc3ccc(Cl)cc3)o2)cc1 in Myeloid diff 2 GFP+ MAC1+ %: 0.1

High-throughput results from PubChem.

Compounds were not picked by outcome. About 2.4% of those tested had a hit in this group.
